Bioassay records deposited in PubChem BioAssay by National Center for Advancing Translational Sciences (NCATS).
D2 agonist: HTS Assay for Allosteric Agonists of the Human D2 Dopamine Receptor: Primary Screen for Agonists | D(2) dopamine receptor (Homo sapiens), P14416 | HEK293 T-REx D2 cells, calcium flux agonist mode | activation, % at 2 µM | hit rate 0.53% among 340,000;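 active = activation over 3 SD above normal in the single-dose calcium agonist read, cut at about 30% in these data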; also: 0% is about no effect
Target sequence (P14416 whole entry, looked up): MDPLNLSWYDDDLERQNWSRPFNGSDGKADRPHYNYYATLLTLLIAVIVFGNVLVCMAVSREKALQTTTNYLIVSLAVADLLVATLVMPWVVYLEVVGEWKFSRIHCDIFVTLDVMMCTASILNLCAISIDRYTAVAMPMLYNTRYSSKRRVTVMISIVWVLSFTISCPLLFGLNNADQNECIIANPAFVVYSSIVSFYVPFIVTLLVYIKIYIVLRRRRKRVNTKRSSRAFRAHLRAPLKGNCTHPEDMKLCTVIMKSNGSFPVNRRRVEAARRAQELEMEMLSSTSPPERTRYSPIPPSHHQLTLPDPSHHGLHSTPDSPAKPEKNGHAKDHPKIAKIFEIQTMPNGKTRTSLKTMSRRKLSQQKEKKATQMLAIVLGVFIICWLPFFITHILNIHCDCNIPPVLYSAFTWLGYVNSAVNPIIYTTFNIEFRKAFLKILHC
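HEK293 Trex D2 cells, tetracycline-induced, o/n 30 C 5% CO2; no-wash Ca dye, RT 30–90 min; 10-cycle baseline, 23 nl cpd added, kinetic Ca read 180 s; agonist hits = positive Ca response.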
D2 antag: HTS Assay for Allosteric Antagonists of the Human D2 Dopamine Receptor: Primary Screen for Antagonists; inhibition, % at 10 µM; D(2) dopamine receptor (Homo sapiens), P14416; AID 485344, 2010; HEK293 TREx D2 cells, calcium flux, dopamine EC80; hit rate 2% among 340,000; in the data active = inhibition above about 30%; also: 0% is about no effect
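Calcium flux kinetic readout in an inducible HEK293 TREx D2 line plated overnight at 30 C. After 180 s compound exposure, an EC80 dopamine challenge follows with another 180 s kinetic read to detect antagonism.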
RXFP1 antagonist: qHTS Assay for Antagonists of the Relaxin Receptor RXFP1; hit rate 0.59% among 350,000; activity change, negative = inhibition, % at 57.5 µM; HEK293-RXFP1, relaxin-stimulated cAMP HTRF, 30 min; stronger effect = lower value; AID 1259400, 2018;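 active = activity change of -60% or lower, but not beyond a set lower limit; inconclusive = change between -60% and -40%, or beyond the set limit; inactive = change above -40%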; also: % is scaled to controls: 0 for no effect and ±100 for the full control effect
D1 potentiator: Potentiators of Human D1 Dopamine Receptor: qHTS. D(1A) dopamine receptor (Homo sapiens), P21728. hit rate 0.036% among 360,000. AID 504651, 2011. potentiation, % at 10 µM. HEK293 TREx D1 cells, calcium flux, dopamine EC20 potentiation; in the data active = potentiation above about 30%; also: 0% is about no effect
D2 PAM: HTS Assay for Positive Allosteric Modulators of the Human D2 Dopamine Receptor: Primary Screen for Potentiators. hit rate 0.34% among 340,000. D(2) dopamine receptor (Homo sapiens), P14416. potentiation, % at 10 µM. HEK293 T-REx D2, calcium flux, EC20 dopamine potentiation;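 active = potentiation over 3 SD above the plate norm, cut at about 30% in these data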; also: 0% is about no effect
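Potentiation of an EC20 dopamine calcium response measured kinetically over 180 s, after a preceding 180 s compound-only read flagging agonists. Cells: inducible Hek293 Trex D2 line, 4000/well, cultured overnight at 30 C before dye loading.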
D1 antag: Antagonist of Human D 1 Dopamine Receptor: qHTS; hit rate 3.2% among 360,000; AID 504652, 2011; HEK293 TREx D1 cells, calcium flux, dopamine EC80; stronger effect = lower value; activity change, negative = inhibition, % at 10 µM; in the data active = activity change below about -30%; also: % is scaled to controls: 0 for no effect and ±100 for the full control effect
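Kinetic fluorescence of a calcium dye serves as the read-out. D1-expressing Hek293 Trex cells, induced overnight at 30 C, are exposed to compound for 180 s before an EC80 dopamine addition, then read 180 s further.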
D1 ag: Allosteric Agonists of the Human D1 Dopamine Receptor: qHTS. activation, % at 2 µM. HEK293 T-REx D1 cells, calcium flux, agonist mode. hit rate 1% among 360,000; also: 0% is about no effect
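Agonism was scored from calcium flux recorded over 180 s (1 read/s) after pintool compound addition, following a 10-cycle baseline. Cells were inducible force-coupled HEK293 TREx D1, plated overnight at 30 C and loaded with no-wash calcium dye.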
TRHR agonist: qHTS for Small Molecule Agonists and Allosteric Enhancers of Human TRH Receptor: Primary Screen for Agonists. Thyrotropin-releasing hormone receptor (Homo sapiens), P34981. TRHR cells, calcium flux fluo-8, FDSS agonist mode. activation, % at 2 µM. hit rate 0.18% among 360,000. AID 493084, 2011; also: 0% is about no effect
Target sequence (P34981 whole entry, looked up): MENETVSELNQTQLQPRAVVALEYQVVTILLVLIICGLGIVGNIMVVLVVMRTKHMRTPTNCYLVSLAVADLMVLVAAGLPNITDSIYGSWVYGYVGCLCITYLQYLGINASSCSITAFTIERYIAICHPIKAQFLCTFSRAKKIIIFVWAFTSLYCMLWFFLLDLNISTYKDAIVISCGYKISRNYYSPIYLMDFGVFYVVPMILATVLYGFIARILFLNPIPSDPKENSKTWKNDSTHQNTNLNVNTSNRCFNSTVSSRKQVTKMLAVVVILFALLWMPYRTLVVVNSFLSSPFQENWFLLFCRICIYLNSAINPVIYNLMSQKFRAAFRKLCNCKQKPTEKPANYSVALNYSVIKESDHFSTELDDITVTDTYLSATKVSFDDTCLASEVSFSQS
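TRHR-expressing cells, plated overnight in medium with 10% serum, were loaded with fluo-8 calcium dye at room temperature. After a 10 s baseline, library compound was pin-added and calcium release was recorded kinetically (ex 480/em 530) as agonist response.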
TRHR enhancer: qHTS for Small Molecule Agonists and Allosteric Enhancers of Human TRH Receptor: Primary Screen for Enhancers; AID 493056, 2011; Thyrotropin-releasing hormone receptor (Homo sapiens), P34981; hit rate 0.66% among 360,000; TRHR cells, fluo-8 calcium fluorescence, EC20 TRH enhancement; enhancement, % at 2 µM; in the data active = enhancement above about 30%; also: 0% is about no effect
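Enhancer read-out: after compound pinning and an initial kinetic agonist-mode read, an EC20 of TRH (10 nM final) was injected and fluo-8 calcium signal (Ex 480/Em 530) followed at 1 s/cycle for 100 cycles in TRHR-expressing cells.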
* = called active by the depositor; u = inconclusive; x = no result given. Rule as the data show it, unless noted: active = activation above about 30%; inactive = the rest.

canonical_smiles	D1 potentiator	D2 agonist	D1 antag	TRHR enhancer	TRHR agonist	D1 ag	D2 PAM	D2 antag	RXFP1 antagonist
CCOC(=O)C1CCCN(C(=O)COc2ccc(N(C)S(=O)(=O)c3ccc(C)cc3)cc2)C1 (stereo unspecified)	1	-0.8	10	-4	-1.2	1	-1	16	4
CN(C)c1ncc(C(=O)NCc2ccccc2Cl)cn1	0	1.7	5	11	-0.6	-1	-5	x	-5
O=S(=O)(c1cc(F)ccc1F)N1CCN(c2ncccn2)CC1	-1	-1.6	4	-2	-1.3	1	10	1	5
CN(Cc1cccc(F)c1)C(=O)CNS(=O)(=O)c1ccc2ccccc2c1	2	-0.1	6	12	-1.2	7	-6	-13	-12
COc1ccccc1OCCC(=O)NNC(=O)c1ccccc1F	2	-0.5	-7	2	-0.1	1	-7	6	1
COC(=O)CSc1nc2c(c(C3CC=CCC3)c1C#N)CCC2 (stereo unspecified)	-2	-1.3	-6	-3	-0.1	3	0	-14	4
CSc1ccc(/C=N/n2c(C)nnc2C)cc1	-1	2.4	4	5	0.5	1	1	35*	-13
Cc1csc(SCC(=O)NC(C)C2CC3CCC2C3)n1 (stereo unspecified)	-3	0.0	-22	2	-0.1	2	-12	7	-16
N#Cc1c(N)nc2c(c1-c1ccccc1)CCC2	-1	-1.0	-7	-5	-0.5	1	2	-10	-16
N#Cc1cc(C(=O)c2cc(Cl)ccc2O)cn(CC2CCCO2)c1=O (stereo unspecified)	-6	-2.0	-14	2	-0.1	3	7	-10	-13
CCC(C)(C)n1nnnc1CN1CCN(C(c2ccccc2)c2ccccc2)CC1	-4	0.5	8	-1	-0.1	1	4	2	-17
CCOC(=O)N1CCC(NC(=O)CCC(=O)N2CC(C)Oc3ccc(Cl)cc32)CC1 (stereo unspecified)	14	-0.8	-2	-3	-1.3	-2	-16	10	-4
COc1ccc(CCNC(=O)Cn2ncc3c(C)n(Cc4ccccc4F)c(C)c3c2=O)cc1OC	-1	0.4	-19	2	-0.4	-3	-3	x	-10
NC(N)=NC(N)=Nc1ccc(O)cc1	-1	-1.8	-17	-4	-0.8	0	3	2	7
Cc1cccc(C)c1NC(=O)CC(NCCc1ccccc1)C(=O)O (stereo unspecified)	-3	3.1	3	3	0.4	2	1	-12	x
CCS(=O)(=O)C1=NN2C(=N)/C(=C\c3ccc(SCc4ccco4)o3)C(=O)N=C2S1	-1	3.6	-6	3	4.9	30	2	3	-11
CCOC(=O)c1nnn2c1nc(N1CCCCC1)c1ccccc12	7	-2.0	-42*	-6	0.1	-1	17	-6	-17
Oc1ccc(Cl)cc1CNc1cccc2cccnc12	7	-1.6	5	-3	0.0	2	11	-3	17
O=C(COC(=O)CNC(=O)c1ccc(Cl)cc1)Nc1cccc(S(=O)(=O)N2CCCC2)c1	-4	0.3	-6	-3	-0.3	4	-4	0	-1
COc1ccc(S(=O)(=O)N2CCCCC2)cc1NC(=S)Nc1cccc(Cl)c1C	-5	-0.8	-1	-3	0.0	6	2	-12	-3
Cc1ccc(NC(=O)c2ccc(Cl)c(S(=O)(=O)N3CCCC3)c2)nc1	-8	0.0	-7	13	-0.2	10	13	1	5
CC(C)(C)C(=O)COC(=O)c1cccc(NC(=O)c2ccco2)c1	-3	x	-1	-1	0.8	2	x	x	-7
COc1cc(-c2nc(CN3CCN(c4ncccn4)CC3)c(C)o2)ccc1F	-4	31*	8	3	0.4	1	-6	1	-14
Cc1ccc(C(=O)NC(=S)Nn2cnnc2)cc1	0	1.6	2	5	0.0	0	8	-8	-7
COC(=O)Cc1[nH]c(=O)[nH]c1C(=O)OC	-1	0.9	-12	-6	-1.5	4	2	-1	-18
O=C(Nc1ccc2c(c1)CCC2)Nc1ccc2c(c1)OCO2	-4	0.3	-3	-2	0.5	-3	-7	-10	-8
CCc1ccccc1NC(=O)CN1C(=O)c2ccccc2S1(=O)=O	-15	0.8	-6	-5	0.4	3	6	1	-9
O=c1[nH]c2cc(Cl)ccc2n1-c1ccccc1	-2	0.3	0	-2	0.7	2	-5	-7	5
COc1ccccc1OCCCn1c(=O)oc2ccccc21	2	0.4	2	-5	-0.4	2	-11	34*	-2
COc1ccc(S(=O)(=O)n2nc(-c3ccco3)nc2NCc2ccc(N(C)C)cc2)cc1	0	-1.0	17	-15	-0.3	-2	-12	x	-11

Additional records
canonical_smiles	D1 potentiator	D2 agonist	D1 antag	TRHR enhancer	TRHR agonist	D1 ag	D2 PAM	D2 antag	RXFP1 antagonist
COc1ccccc1NC(=O)c1c(NCc2sccc2C)sc2c1CCCCC2	2	x	14	-2	0.6	1	22	x	-23
Cc1cccc(-c2noc(CCC(=O)NCC3CCCO3)n2)c1 (stereo unspecified)	-2	-0.2	3	6	0.6	2	10	23	19
Cc1ccc(C(=O)N2CCN(S(=O)(=O)c3sc(C(=O)O)c(C)c3C(=O)O)CC2)s1	-9	-0.3	1	1	0.4	2	-3	-7	7
CCN(/N=C/c1cccs1)c1cc(=O)n(C)c(=O)[nH]1	-2	-1.1	3	-4	0.5	1	11	-7	4
CN(C(=O)CSc1nc2ccccc2n1CCc1ccccc1)C1CCS(=O)(=O)C1 (stereo unspecified)	4	1.1	7	-3	-1.0	0	13	-7	-14
CN1CCN(S(=O)(=O)c2ccc(Cl)c3ccccc23)CC1	-2	-0.1	10	4	0.4	4	0	-23	-3
CCOC(=O)Cc1csc(NC(=O)C(C)(C)C)n1	-6	0.0	-4	-2	-0.1	3	1	10	-23
Cc1ccc2[nH]c3c(c2c1)SC(C)(C)CC3=O	-9	-0.4	0	-6	-0.3	-1	-2	8	-12
COc1ccc(-c2cc3c(=O)n(CC(=O)Nc4cc(C)ccc4C)ccn3n2)cc1	2	-1.1	13	4	0.5	0	-2	x	1
O=S(=O)(NCc1ccccc1Cl)c1ccc(-c2cnc(C3CC3)o2)cc1	-1	1.5	-22	3	-0.5	23	8	x	x
CC(=O)c1ccc(OCCCC(=O)OCC(=O)Nc2c(C)nn(-c3ccccc3)c2C)cc1	-4	-0.1	-9	6	-0.1	2	-1	-3	-1
COc1ccc(NC(=S)N2C3CCC2CC(NC(=O)NC24CC5CC(CC(C5)C2)C4)C3)c(OC)c1 (stereo unspecified)	2	x	10	-3	0.1	1	x	x	-7
CC(=O)N(CN1C(=O)CCC1=O)c1cccc(Cl)c1	-6	1.7	8	5	0.6	5	6	-7	-3
Cc1cccc(Cl)c1NC(=O)N1CCCN(c2ncccc2[N+](=O)[O-])CC1	1	-0.1	1	1	0.3	2	6	1	15
CC(C)(C)c1ccc(C(=O)N(Cc2ccc(F)cc2)Cc2ccco2)cc1	-3	0.8	-4	-2	2.5	14	-11	x	-79*
CC12CCC(C(=O)Nc3ccccc3Cl)([C@H](Br)C1=O)C2(C)C (stereo partly specified)	4	x	12	-5	-1.2	-1	x	x	-7
COc1ccc(C(=O)NNS(=O)(=O)c2ccc(C)cc2)cc1	-2	-0.3	-7	3	-1.8	1	9	-4	4
COc1ccc(NS(=O)(=O)c2c(C)[nH]c(C)c2C(=O)N2CCCCC2)cc1Cl	-5	-0.4	2	-5	0.5	14	10	3	21
O=C(CN1CCCC1)Nc1nnc(-c2cccs2)s1	-3	0.0	-7	13	-0.7	5	3	5	-12
CCOC(=O)C1(CCOC)CCN(Cc2cnc(-c3cccc(C)c3)nc2)CC1	-3	x	-24	-4	-2.6	2	x	x	-6
Cc1c(C(=O)NCc2nnc(-c3ccccc3)o2)oc2c(F)cccc12	-1	-0.2	10	10	-1.4	2	-1	-4	-4
COC(=O)Cn1cnc2c(C#N)c3n(c2c1=O)CCCC3	-6	0.2	-4	3	1.8	-1	9	-5	-3
Cc1ccccc1NC(=O)CSc1nc(O)cc(=O)n1C	0	0.2	0	20	0.1	1	-6	2	1
CCN(CC)CCOC(=O)c1ccc(NC(=O)c2ccc(Cl)c(S(=O)(=O)N3CCCCCC3)c2)cc1	-8	-1.3	7	1	1.2	4	1	5	6
CN(C)c1ccc(CNn2cnnc2SCC(=O)NC(C)(C)C)cc1	-1	-2.5	8	4	-0.9	3	15	-12	-7
Cc1ccc(-c2ccccc2)n1-c1cccc(C(=O)O)c1	-5	x	6	-3	0.7	5	2	x	-3
CCC(=O)Nc1ccc2ccccc2c1	-1	-0.1	-4	3	-1.4	-2	-7	4	5
O=C(COc1ccccc1[N+](=O)[O-])NC1CC1	-2	0.6	-15	-2	0.6	5	-1	-4	-12
Cn1cc(CN2CCCC(CO)(Cc3ccccc3)C2)c2ccccc21 (stereo unspecified)	-6	-0.1	2	-3	1.8	13	-29	-44	-8
O=C(NCc1ccccc1)c1onc(CSc2nc3ccccc3[nH]2)c1C(=O)NCc1ccccc1	-4	0.6	-8	6	0.5	2	3	-14	x

The listing continues.
canonical_smiles	D1 potentiator	D2 agonist	D1 antag	TRHR enhancer	TRHR agonist	D1 ag	D2 PAM	D2 antag	RXFP1 antagonist
O=C(CN1C(=O)CCSc2ccccc21)NC1CCCCC1	3	1.5	-13	1	0.0	4	-6	2	u
COc1ccc(Cn2c(SCC(=O)Nc3ccc(OC)cc3)nc3ccccc32)cc1	0	x	3	-1	1.8	5	7	x	-4
C#CCSc1nnc(-c2sc3ccccc3c2Cl)o1	0	0.4	-4	6	2.1	12	-11	-2	-19
Cc1cc(S(=O)(=O)N2CCCCC2)ccc1OCC(=O)N1CCOCC1	-4	x	13	-6	0.1	8	x	x	1
Cc1cc(Nc2nc3ccccc3nc2Cl)n(-c2ccccc2)n1	-3	-0.8	11	25	-0.4	3	-3	-3	22
